Source: PubChem (Southern Research Specialized Biocontainment Screening Center)
tuberculosis growth = growth inhibition of non-replicating M. tuberculosis (AID 488890); Mycobacterium tuberculosis non-replicating, growth inhibition; higher % means a stronger effect; one-dose inhibition, % at 25 µM; IC50 in µM for titrated hits; 320,000 compounds, 0.39% hits; in the data active means a potency from the dose series; inconclusive means inhibition mostly from about 82% at the one dose, without a potency; inactive means the rest, 99 in 100 with inhibition below about 76%;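 further: plate controls were DMSO cells for no effect and high antibiotic wells for full effect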
VEEV TC-83 Vero = inhibitors of VEEV TC-83 cytopathic effect, confirmation, Vero cells (AID 588727). one-dose inhibition, % at 20 µM; IC50 in µM for titrated hits. 350,000 compounds, 0.13% hits. Vero cells, VEEV TC-83 cytopathic effect inhibition; higher % means a stronger effect; in the data active means a potency from the dose series; inconclusive means inhibition mostly from about 14% at the one dose, without a potency; inactive means the rest, 99 in 100 with inhibition below about 12%; further: strong numbers were not always called active
M. tuberculosis HTS = M. tuberculosis growth inhibition, HTS (AID 449762); M. tuberculosis H37Rv growth inhibition, 7H9 media; higher % means a stronger effect; one-dose inhibition, % at 25 µM; IC50 in µM for titrated hits; 330,000 compounds, 0.59% hits; in the data active means a potency from the dose series; inconclusive means inhibition above about 70% without an active follow-up result;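 further: bacterial growth assessed after seven days of incubation; strong numbers were not always called active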
H1N1 NS1A inhibition = NS1A inhibition, H1N1 influenza, cell based functional assay (AID 504329); 340,000 compounds, 0.3% hits; NS1A functional cell-based assay, percent inhibition; higher % means a stronger effect; inhibition, % at 12.5 µM; hits with a dose series show IC50 in µM; in the data active means a potency from the dose series; inconclusive means inhibition above about 27% without an active follow-up result; further: strong numbers were not always called active
PhoP GFP inhibition = Inhibition of PhoP regulon, Salmonella typhi GFP reporter cells, confirmation, 4 h (AID 1850); Salmonella Typhi PhoP-promoter GFP reporter, fluorescence, 4 h; higher % means a stronger effect; inhibition, % at 50 µM, or IC50 in µM where a hit was titrated; 310,000 compounds, 0.33% hits; in the data active means a potency from the dose series; inconclusive means inhibition mostly from about 25% at the one dose, without a potency; inactive means the rest, 99 in 100 with inhibition below about 19%;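 further: 0% = induced wells with vehicle and 100% = uninduced wells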
VEEV TC-83 Vero 10K pilot screen = recorded beside VEEV TC-83 Vero, whose call it bears; inhibition, %; measured here: 10K pilot screen inhibition
* hit, by the source's call; i = inactive; ? = inconclusive; · = no result given.

SMILES | tuberculosis growth | VEEV TC-83 Vero | M. tuberculosis HTS | H1N1 NS1A inhibition | PhoP GFP inhibition | others
CCOC(=O)C(Oc1ccc2c(-c3ccc(OC)cc3)cc(=O)oc2c1C)c1ccccc1 (configuration not stated) | 14% | i | 11% | 3% | -12%
Nc1c(-c2ccccc2)sc2ccc3ccccc3[n+]12 | 12% | 0.6% | 13% | -7% | 39%
c1ccc2c(Nc3nncs3)c3ccccc3nc2c1 | 6% | i | 5% | 16% | 2%
COc1cc(-c2cc(-c3ccc(O)cc3)nc(N)c2C#N)ccc1O | -4% | 7.8% | ? | -2% | -6%
COc1ccc(C=O)c(OCc2cn(CC(=O)c3ccc(O)cc3)nn2)c1 | · | i | · | -1% | ·
COc1cc(CN2CCc3ccc(NC(=O)CCc4ccccc4OC)cc3C2)ccc1O | -3% | i | 2% | 26% | -1%
O=C(CSc1nc2ccc(Cl)cc2[nH]1)NCCc1ccccc1 | 38% | 4.3% | 5% | 15% | -6%
O=C(NCC1CCN(c2ccc(S(=O)(=O)N3CCOCC3)cc2)CC1)c1cccc(Cl)c1 | 22% | i | ? | -6% | 14%
CCc1ccc2oc(-c3cc(N)cc(C)c3O)nc2c1 | -15% | 4.9% | 43% | 9% | -4%
COc1ccccc1C(=O)OCn1nnc2ccccc2c1=O | ? | 0.7% | ? | 3% | 10%
CN1CCCN(C(=O)c2cc(=O)[nH]c3ccccc23)c2nc3ccccc3nc21 | -4% | 3.6% | -5% | 6% | 2%
CCCCSc1nc2sc3c(c2c(=O)n1-c1ccc(C)cc1)CCN(C)C3 | ? | i | ? | 6% | 7%
CN1CCN(C2=C(Cl)C(=O)N(c3ccc(Cl)c(Cl)c3)C2=O)CC1 | 77% | 6.4% | 68% | 7% | 14%
CCOc1ccc2oc(C(=O)N(CC)CC(=O)Nc3c(F)cccc3F)c(C)c2c1 | 19% | 9.1% | 7% | -6% | -3%
COC/C=C/C1=CC2=CC(=O)C(C)(OC(=O)c3cnc4ccccc4n3)C(=O)C2=CN1c1ccc(OC)cc1 (configuration not stated) | 21% | 1.4% | 3% | 5% | -3%
CC(=O)C1=C(O)C(=O)N(Cc2ccccc2)C1c1ccccc1F (configuration not stated) | 3% | 1.4% | -8% | -7% | -4%
COc1ccc(C(=O)C2CCCN(C(=O)CCc3scnc3C)C2)c(C)c1 (configuration not stated) | 7% | i | -5% | -20% | -1%
Cn1c(=O)cc(OCCCC(=O)NCc2cccnc2)c2ccccc21 | 0% | 1.8% | -1% | -3% | 1%
CC[C@H]1OC(=O)[C@H](C)[C@@H](O[C@H]2C[C@@](C)(OC)[C@@H](O)[C@H](C)O2)[C@H](C)[C@@H](O[C@@H]2O[C@H](C)C[C@H](N(C)C)[C@H]2O)[C@](C)(O)C[C@@H](C)C(=O)[C@H](C)[C@@H](O)[C@]1(C)O | ? | 1.2% | ? | 1% | ?
Nc1cc(S(=O)(=O)N2CCCCC2)ccc1Oc1ccccc1 | 35% | i | 1% | 12% | -6%
CC(C)(C)N1C(=O)NC(=O)/C(=C\c2ccc3c(c2)CCN3CCCCl)C1=O | 36% | 4.8% | 29% | 8% | -1%
Cc1ccccc1Cn1cc(NC(=O)COc2ccccc2)cn1 | 26% | 3.2% | -1% | 3% | 11%
O=C(Cn1ncn2nc(-c3ccccc3)cc2c1=O)NCc1ccccn1 | -3% | 0.6% | 1% | 2% | 10%
COc1cc(C(=O)NNC(=O)CCOc2ccccc2)cc(OC)c1OC | 8% | i | 1% | 14% | ·
O=S(=O)(c1cccc(C(F)(F)F)c1)N1CCC(O)(c2cccnc2)CC1 | -2% | 2.3% | -23% | 15% | -4%

An excerpt from above in order of molar mass, lowest first.
SMILES | tuberculosis growth | VEEV TC-83 Vero | M. tuberculosis HTS | H1N1 NS1A inhibition | PhoP GFP inhibition | others
COc1cc(-c2cc(-c3ccc(O)cc3)nc(N)c2C#N)ccc1O | -4% | 7.8% | ? | -2% | -6%
O=C(Cn1ncn2nc(-c3ccccc3)cc2c1=O)NCc1ccccn1 | -3% | 0.6% | 1% | 2% | 10%
CCCCSc1nc2sc3c(c2c(=O)n1-c1ccc(C)cc1)CCN(C)C3 | ? | i | ? | 6% | 7%

Next section
SMILES | tuberculosis growth | VEEV TC-83 Vero | M. tuberculosis HTS | H1N1 NS1A inhibition | PhoP GFP inhibition | others
CC(=O)N(CN1C(=O)c2ccccc2C1=O)c1cccc(C)c1 | 2% | 1.8% | -6% | -2% | -12%
Cn1c(SCC(=O)NC2CCCCC2)nnc1-c1ccccn1 | -2% | 0.4% | 3% | 0% | -1%
COc1ccc(S(=O)(=O)N2CCN(CC(=O)c3[nH]c(C)c(C(C)=O)c3C)CC2)cc1OC | -14% | 1.2% | -14% | -9% | ·
Cc1ccc(N2C(=O)NC(=O)/C(=C/c3cnn(-c4ccc(C)cc4)c3)C2=O)cc1 | ? | 1.2% | 22% | -2% | -9%
C/C(=N/Oc1nc(C)cc(C)n1)c1ccc(F)cc1 | -5% | 3.6% | -3% | 2% | 4%
Cc1ccc(-n2nc(C)c3c(C)c(CCC(=O)O)c(C)nc32)cc1 | 2% | 0.1% | 5% | -3% | 5%
N#Cc1c(N2CCOCC2)nsc1-c1ccccc1 | 24% | 1.9% | 0% | 0% | -4%
Cc1cc([N+](=O)[O-])nn1CC(=O)N(C)Cc1ccccc1 | -13% | i | -4% | -7% | -7%
C/C(=C\C(=O)N1CCc2ccccc21)C(=O)O | -19% | 2.5% | -10% | 3% | -8%
Cc1ccc(NS(=O)(=O)c2cc(C(=O)OCC(=O)NCC3CCCO3)ccc2C)cc1 (configuration not stated) | 14% | 0.1% | 8% | 1% | -3%
O=C(NC(=S)Nc1cccnc1)c1ccccc1 | 9% | i | 16% | 4% | 0%
CC(Oc1ccc(F)cc1)C(O)CCN(C)C (configuration not stated) | -2% | 1.6% | -3% | -8% | -6%
CCN(CC(=O)Nc1ccc(NC(C)=O)cc1)C(=O)CSCc1c(C)noc1C | 0% | 2.9% | 0% | -16% | 4%
CC(Nc1nc(-c2ccc(F)cc2)cs1)c1nc2cc(Cl)c(N3CCCCC3)cc2n1CCOCCO (configuration not stated) | 39% | 2.4% | ? | 9% | 7%
CCC(C)c1ccc(O)c(N)c1 (configuration not stated) | 1% | i | 1% | 4% | -5%
COc1ccc(OC)c(C(c2nnnn2C(C)(C)C)N2CCc3ccccc3C2)c1 (configuration not stated) | 27% | 1.4% | 6% | 3% | 6%
Cc1ccc(S(=O)(=O)c2nc(S(C)(=O)=O)sc2N2CCOCC2)cc1 | -1% | 1.8% | -4% | -9% | -1%
CC(C)C(c1nnnn1Cc1ccccc1)N(CCCO)Cc1cc2cc3c(cc2[nH]c1=O)OCO3 (configuration not stated) | 33% | 9.8% | 8% | -8% | 24%
c1ccc(C2=NNC(=NCc3ccc4c(c3)OCO4)SC2)cc1 | 63% | 0.8% | -12% | -3% | -9%
CN1/C(=C/C(=O)CSc2ccccc2C(=O)O)C(C)(C)c2ccccc21 | 26% | i | -6% | -2% | -7%
CCNC(=O)N1CCC(n2nccc2NC(=O)CCOc2ccccc2)CC1 | -4% | i | -5% | -14% | -2%
CCC(=O)N1CCN(c2nc(CC)nc3sc4c(c23)CCCC4)CC1 | 4% | 5.5% | -7% | -5% | -5%
O=C(NCCc1ccccc1)C1CCCN1S(=O)(=O)c1ccc(F)cc1 (configuration not stated) | 3% | 1.2% | -10% | -4% | 5%
Cc1ccc(NC(=O)[C@@H]2CCC(=O)N2C2OC(=O)c3ccccc32)cc1Cl (some centres not stated) | -3% | 0.2% | -19% | 3% | 1%
CN1C(=O)N(C)C2CC1N(C)C(=O)N2C | -1% | 1.4% | -5% | 0% | -1%
New compounds follow.
SMILES | tuberculosis growth | VEEV TC-83 Vero | M. tuberculosis HTS | H1N1 NS1A inhibition | PhoP GFP inhibition | others
O=c1nc(/C=C/c2cccn2-c2ccc([N+](=O)[O-])cc2)cc(C(F)(F)F)[nH]1 | 24% | 2.1% | -2% | 0% | 8%
Cc1ccc(OCCn2c(C)c(/C=N/n3cnnc3)c3ccccc32)cc1 | 6% | 0.9% | -5% | 0% | 1%
CCN(Cc1cc2ccccc2[nH]c1=O)S(=O)(=O)c1ccc(OC)cc1 | 12% | 1.7% | 4% | -8% | 0%
CCOC(=O)c1c(-c2ccc(OC)cc2)nc2nonc2c1N | 4% | 1.9% | -2% | -12% | 1%
CCCS(=O)(=O)N1CCC(Cc2ccc(OC)cc2)(C(=O)OCC)CC1 | -4% | 0.3% | -4% | -7% | 2%
Cn1ccnc1SCC(=O)Nc1cc(C(F)(F)F)ccc1N1CCOCC1 | · | 0.9% | · | 5% | -3%
O=C(Oc1ccc2c(=O)c(Oc3ccc4ccccc4c3)coc2c1)c1cccnc1 | 48% | 0.7% | -2% | -2% | 7% | VEEV TC-83 Vero 10K pilot screen=4.1
CC(C)(C)OC(=O)NNC(=O)c1cccs1 | ? | 1.1% | 65% | · | -4%
Cc1cccc(Nc2nc(-c3ccc(F)cc3)cs2)n1 | · | 3.0% | 0% | -1% | -2%
CCOC(=O)C1(O)CC(C)=NN1C(=O)c1cccc(Cl)c1 (configuration not stated) | ? | 0.2% | -13% | -6% | 3%
CC(=O)N1CCCc2cc(S(=O)(=O)CCC(=O)N3CCN(c4ccccc4)CC3)ccc21 | · | 0.1% | -8% | -2% | -7%
O=C(Oc1ccc2ccc(OC(=O)N3CCOCC3)cc2c1)N1CCOCC1 | -10% | 5.5% | 0% | 2% | -10%
COCCNC(=O)c1nc2ccccc2s1 | · | 0.8% | 6% | -4% | -7%
O=C(COc1coc(CN2CCc3ccccc32)cc1=O)N1CCCCC1 | 3% | 2.5% | 6% | 6% | -14%
COc1ccc(-c2ccc(SCC(=O)c3cccs3)nn2)cc1 | 33% | 1.2% | 7% | -6% | -10%

Grouped by structure: the entries above with an aryl methoxy group (14)
SMILES | tuberculosis growth | VEEV TC-83 Vero | M. tuberculosis HTS | H1N1 NS1A inhibition | PhoP GFP inhibition | others
CCOC(=O)C(Oc1ccc2c(-c3ccc(OC)cc3)cc(=O)oc2c1C)c1ccccc1 (configuration not stated) | 14% | i | 11% | 3% | -12%
COc1cc(-c2cc(-c3ccc(O)cc3)nc(N)c2C#N)ccc1O | -4% | 7.8% | ? | -2% | -6%
COc1ccc(C=O)c(OCc2cn(CC(=O)c3ccc(O)cc3)nn2)c1 | · | i | · | -1% | ·
COc1cc(CN2CCc3ccc(NC(=O)CCc4ccccc4OC)cc3C2)ccc1O | -3% | i | 2% | 26% | -1%
COc1ccccc1C(=O)OCn1nnc2ccccc2c1=O | ? | 0.7% | ? | 3% | 10%
COC/C=C/C1=CC2=CC(=O)C(C)(OC(=O)c3cnc4ccccc4n3)C(=O)C2=CN1c1ccc(OC)cc1 (configuration not stated) | 21% | 1.4% | 3% | 5% | -3%
COc1ccc(C(=O)C2CCCN(C(=O)CCc3scnc3C)C2)c(C)c1 (configuration not stated) | 7% | i | -5% | -20% | -1%
COc1cc(C(=O)NNC(=O)CCOc2ccccc2)cc(OC)c1OC | 8% | i | 1% | 14% | ·
COc1ccc(S(=O)(=O)N2CCN(CC(=O)c3[nH]c(C)c(C(C)=O)c3C)CC2)cc1OC | -14% | 1.2% | -14% | -9% | ·
COc1ccc(OC)c(C(c2nnnn2C(C)(C)C)N2CCc3ccccc3C2)c1 (configuration not stated) | 27% | 1.4% | 6% | 3% | 6%
CCN(Cc1cc2ccccc2[nH]c1=O)S(=O)(=O)c1ccc(OC)cc1 | 12% | 1.7% | 4% | -8% | 0%
CCOC(=O)c1c(-c2ccc(OC)cc2)nc2nonc2c1N | 4% | 1.9% | -2% | -12% | 1%
CCCS(=O)(=O)N1CCC(Cc2ccc(OC)cc2)(C(=O)OCC)CC1 | -4% | 0.3% | -4% | -7% | 2%
COc1ccc(-c2ccc(SCC(=O)c3cccs3)nn2)cc1 | 33% | 1.2% | 7% | -6% | -10%

This is a random part of the collection (roughly 1.5% active in at least one column).
